Compound activity as filed in PubChem.
SNCA expr inhib: reduces expression of the alpha-synuclein gene | HEK-293 SNCA-luciferase knock-in, luminescence, 24 h | Potency, µM (highest dose often 57.2 µM), inactives show top-dose activity change, negative = inhibition, actives largely listed as inhibitors | 0.17% of 140,000 active | AID 1671194;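 note: potency is the fitted concentration of half-maximal effect; plate controls were DMSO cells for no effect and cell-free wells for full effect; nearly all actives have a fitted effect of over 45% in size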
Luciferase inh: blocks purified firefly luciferase enzyme activity. P08659. 2.5% of 76,000 active. purified P. pyralis luciferase, luminescence, biochemical. Potency, µM (top dose mostly 115 µM), without a hit: at the highest dose activity change, negative = inhibition, hits mostly inhibitors; note: potency is the fitted concentration of half-maximal effect; nearly all actives have a fitted effect of over 65% in size
Target sequence (P08659 whole entry, looked up): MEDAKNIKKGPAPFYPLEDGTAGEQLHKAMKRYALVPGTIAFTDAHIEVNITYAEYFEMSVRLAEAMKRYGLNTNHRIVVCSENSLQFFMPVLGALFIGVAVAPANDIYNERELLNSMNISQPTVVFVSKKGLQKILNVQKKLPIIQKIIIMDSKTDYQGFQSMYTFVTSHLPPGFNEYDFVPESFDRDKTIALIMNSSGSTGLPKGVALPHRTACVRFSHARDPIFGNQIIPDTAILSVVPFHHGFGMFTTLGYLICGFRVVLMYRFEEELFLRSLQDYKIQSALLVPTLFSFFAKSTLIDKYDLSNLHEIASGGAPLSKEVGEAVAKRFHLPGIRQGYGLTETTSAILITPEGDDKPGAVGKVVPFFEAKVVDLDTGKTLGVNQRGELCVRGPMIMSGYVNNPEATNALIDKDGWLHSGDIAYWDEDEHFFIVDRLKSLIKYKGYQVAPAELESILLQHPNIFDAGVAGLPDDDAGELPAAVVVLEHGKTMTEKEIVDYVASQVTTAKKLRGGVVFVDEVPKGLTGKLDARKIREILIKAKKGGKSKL
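Luminescence read by CCD imager after adding enzyme (10nM final) to wells holding compound, titrated in qHTS. Substrates 10uM each D-luciferin and ATP; buffer 50mM Tris acetate pH 7.5, 10mM Mg acetate, Tween-20, BSA.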
HEK293 tox: kills HEK 293 cells; Potency, µM (highest dose often 115 µM), without a hit: at the highest dose activity change, negative = cytotoxicity, usual class: inhibitors; 6.6% of 94,000 active; HEK 293 viability, ATP luminescence (CellTiter-Glo), 48-72 h; AID 1345083; note: potency is the fitted concentration of half-maximal effect; nearly all actives have a fitted effect of over 60% in size
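HEK 293 cells seeded at 250 cells/well were exposed to compound for 48 or 72 hr at 37 degree Celsius. Viability taken as ATP content by CellTiter-Glo luminescence.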
3T3 cytotox: kills NIH 3T3 cells. 4.3% of 94,000 active. AID 1345082. NIH 3T3 viability, CellTiter-Glo ATP luminescence, 48-72 h. Potency, µM (doses to about 96.7 µM), without a hit: at the top dose activity change, negative = cytotoxicity, actives largely listed as inhibitors; note: potency is the fitted concentration of half-maximal effect; nearly all actives have a fitted effect of over 55% in size
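First NIH 3T3 cells are plated at 400 cells/well; next compound is pinned in; then plates incubate 48 or 72 hr at 37 °C; finally CellTiter-Glo is added and luminescence read after 10 min.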
IP6K1 inh: IP6K1 kinase inhibition | Q92551 | IP6K1 kinase, ADP-Glo luminescence, 2 h; hits give low values | activity change, % (series mostly up to about 58 µM) | 0.81% of 140,000 active | AID 1645851; in the data active = activity change below about -25%
Target sequence (Q92551 whole entry, looked up): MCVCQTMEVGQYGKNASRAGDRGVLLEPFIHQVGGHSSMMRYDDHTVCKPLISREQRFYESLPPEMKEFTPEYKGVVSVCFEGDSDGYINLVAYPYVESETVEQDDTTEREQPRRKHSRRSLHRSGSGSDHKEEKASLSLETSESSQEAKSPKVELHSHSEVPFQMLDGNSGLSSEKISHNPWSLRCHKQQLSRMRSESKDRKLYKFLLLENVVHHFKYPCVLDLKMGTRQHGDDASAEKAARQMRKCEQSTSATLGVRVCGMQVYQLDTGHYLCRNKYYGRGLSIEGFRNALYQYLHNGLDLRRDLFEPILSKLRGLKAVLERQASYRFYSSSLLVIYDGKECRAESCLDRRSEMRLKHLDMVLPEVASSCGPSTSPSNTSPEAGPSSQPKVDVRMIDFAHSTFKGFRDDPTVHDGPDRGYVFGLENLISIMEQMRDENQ
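ADP-Glo luminescence measures ADP made by human IP6K1 during a 2 h RT reaction with ATP/IP6 (mix at 1.3 mM/130 uM); top library doses 57.5 and 19.1 uM final.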
GPT2 inhibitor: GPT2 alanine aminotransferase inhibition. Q8TD30. Recombinant GPT2, coupled pyruvate oxidase/HRP Amplex Red fluorescence. Potency, µM (series often up to 57.7 µM), for inactives: top-dose activity change, negative = inhibition, usual class: inhibitors. 0.25% of 100,000 active. AID 1671188; note: potency is the fitted concentration of half-maximal effect; nearly all actives have a fitted effect of over 60% in size; many of its hits are not listed in these tables
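Fluorescence of coupled pyruvate oxidase/HRP/Amplex Red system (50uM Amplex, 30 min, dark) reports pyruvate formed by GPT2. Enzyme reaction: 10ng/uL GPT2, 2mM L-alanine, 250uM a-KG, 30 min room temperature, pH 7.5; 50uM AOA control.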
HEK293 viab: cell viability loss counter-screen; HEK-293-SNCA-luc viability, GF-AFC fluorescence, 24 h; Potency, µM (doses to about 57.1 µM), for inactives: top-dose activity change, negative = cytotoxicity, usual class: cytotoxic; 0.12% of 150,000 active;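 note: potency is the fitted concentration of half-maximal effect; 0% = DMSO-treated cells and -100% = medium-only wells without cells; nearly all actives have a fitted effect of over 30% in size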
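Cytotoxicity counterscreen: after 24 h compound treatment of genome-edited SNCA-luciferase HEK-293 cells, live-cell protease substrate GF-AFC read by fluorescence after 30 min; activity scaled between DMSO (0%) and medium-only (-100%), curves Hill-fitted.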
Active calls of the source: *; i = inactive; ? = inconclusive; · = not tested or not shown; [ ] = dose if it differs, or a comment. Unless noted, calls come from the whole dose curve; as a rule, active = well fitted curve in the direction sought with a large enough effect; inconclusive = small, poorly fitted or top-dose-only effect, or another doubt; inactive = no such curve, though single readings can be large; an effect the other way counts as inactive or inconclusive. Unless noted, % is set by controls: 0 for no effect and ±100 for the full control effect. An excerpt (hit frequency here may not be typical).

SMILES | SNCA expr inhib | Luciferase inh | HEK293 tox | 3T3 cytotox | IP6K1 inh | GPT2 inhibitor | HEK293 viab
COc1cc(F)ccc1-c1nccc2c(=O)cc(-c3cnn(C)c3)oc12 | -20%[87.6 µM] | -21%[172 µM] | ? | ? | 38 | -2%[88.5 µM] | ?
O=c1[nH]c(=O)n(C2CCCO2)cc1F (centres undefined) | 6%[87.6 µM] | · | · | · | · | -2%[88.5 µM] | 1%[87.6 µM]
Cc1ccc(Cn2c(=O)n(Cc3ccc(Cl)cc3)c(=O)c3cccnc32)cc1 | -2% | · | · | · | 13 | · | -11%
CCc1nnc([C@@H]2CC(F)(F)CN2C(=O)CCn2nc(C)cc2C)o1 | -22% | -3% | 1% | 2% | 1 | -1% | 0%
O=C(c1ccc(Cl)nc1)N1CCC(c2nn(-c3ccccc3)c(=O)[nH]2)CC1 | 11% | -4% | -2% | -18% | 4 | i | 1%
COC(=O)c1ccc2c(c1)nc1n2[C@@H](CNC2CCOCC2)COC1 | -14%[87.6 µM] | -6%[172 µM] | -7%[172 µM] | -5%[138 µM] | -5 | i | -3%[87.6 µM]
CC(C)(C)c1ccc(C(=O)Nc2nc3nc(-c4ccccc4)cc(=O)n3[nH]2)cc1 | -3% | · | · | · | -6 | · | 2%
Cc1cnc(C(=O)N[C@@H]2CCC[C@@H]2C(=O)Nc2ccc3c(c2)OCCO3)cn1 | 60%[activator] | ? | -8% | -20% | 13 | 5% | -10%
O=C(Nc1ccc(OC(F)(F)F)cc1)C1CCN(S(=O)(=O)c2ccc3[nH]c(=O)ccc3c2)CC1 | 30% | · | · | · | -2 | · | 13%
COC(=O)CNC(c1ccccc1)c1cc(Br)ccc1NC(=O)c1ccc(Cl)cc1 (centres undefined) | ? | · | · | · | 13 | · | 6%
Cc1ccc(CCNC(=O)C2CCN(C(=O)c3nnn4c3COC(c3ccc(C)cc3)C4)CC2)cc1 (centres undefined) | 44%[activator] | 8.9µM* | -9% | -11% | -22 | -3% | -5%
Cc1ccc(S(=O)(=O)NCCSc2nnnn2-c2ccc(Cl)c(C(=O)O)c2)cc1 | ? | · | · | · | 0 | · | 12%
O=C(Nc1ccccc1)O[C@@H]1CO[C@H]2[C@@H]1OC[C@@H]2NCc1ccccc1 | -2%[87.6 µM] | -2%[172 µM] | ? | ? | 8 | 1%[88.5 µM] | 4%[87.6 µM]
Cc1ccc(OCC(=O)Nc2ccccc2C(=O)OCc2cc(=O)n3ccsc3n2)cc1 | 118%[activator] | · | · | · | 6 | · | -10%
Cc1ccc(CN2C(=O)COC[C@H]2C(=O)Nc2cc(F)cc(F)c2)cc1 | 3% | 0% | -26% | ? | 0 | 0% | 9%
CCc1ccc(C(=O)N2CCC3(CC2)C(=O)N(CC(=O)N(C)C)CN3c2ccccc2)cc1 | -13% | -11% | ? | -32% | 6 | -15% | 11%
COc1cc(-c2onc(C)c2C(=O)NCC2CCCO2)cc(OC)c1OC (centres undefined) | 6% | -8% | ? | -19% | 36 | i | -11%
O=C(NC1CCCCC1)C1CN(C(=O)c2ccc(Cl)s2)CC12CCOCC2 (centres undefined) | -4% | 3% | -27% | -9% | 22 | -4% | -7%
O=c1n(-c2ccc(Cl)cc2)nc2n1CCN([S+](=O)([O-])c1cccc(C(F)(F)F)c1)C2 | -22% | · | ? | -9% | 6 | i | 2%
CC1(C(=O)N2CCOCC2)CN(Cc2ccccc2)Cc2ccc(Nc3ccccc3)nc21 (centres undefined) | -26% | -13% | ? | ? | -5 | ? | -25%
O=S(=O)(c1ccccc1)N1CCCC2(CC(c3ccccc3)=NO2)C1 (centres undefined) | 5% | · | -21% | -4% | 2 | -1% | -2%
COc1ccc(-n2nc3n(c2=O)CCN([S+](=O)([O-])c2cccs2)C3)cc1 | 25% | · | ? | -21% | 19 | i | -2%
Cc1ccc(C(=O)Nc2nnc(S(=O)(=O)N(C)Cc3ccc(Cl)cc3)s2)cc1 | 21% | · | · | · | 11 | · | 17%
COc1cc(=O)n2c(c1C(=O)Nc1cc(F)cc(F)c1)CCCC2 | 2% | 7% | 5% | i | -19 | 1% | -5%
Cc1ccc(CNC(=O)N2CCCOCCNC(=O)[C@@H]3CCC[C@@H]32)cc1 | -3% | 4% | -8% | -6% | -3 | 0% | 4%

(continued)
SMILES | SNCA expr inhib | Luciferase inh | HEK293 tox | 3T3 cytotox | IP6K1 inh | GPT2 inhibitor | HEK293 viab
Cc1nc2nc(SCC(=O)NCCc3ccc(Cl)cc3)nn2c(C)c1Cc1ccccc1Cl | 5% | · | · | · | -16 | · | 7%
CCCCC(=O)N1CCC(OC2CCN(S(C)(=O)=O)CC2)CC1 | 2% | -2% | ? | -18% | 2 | i | 11%
O=C(Nc1ccccc1)Nc1ccc(=O)n2c1[C@@H]1C[C@@H](CN(S(=O)(=O)c3ccccc3)C1)C2 | 5% | -8% | -4% | -13% | 8 | ? | -1%
CC(C)C1c2nccn2CCCN1C(=O)CN1CCCC1=O (centres undefined) | 5% | -1% | -5% | -12% | 7 | 4% | -2%
CCCCN(C)CCCNC(=O)c1cc(-c2ccc(Br)s2)nc2ccccc12 | 22% | · | · | · | 20 | · | 7%
Cn1nc(C(=O)NC2CCN(C(=O)N3CC4CC(C3)[C@H]3CCCC(=O)N3C4)CC2)c2ccccc21 (some centres undefined) | ? | 7% | -4% | -2% | -1 | i | 2%
CCC(=O)Nc1cc2nn(-c3ccc(C)cc3)nc2cc1C | 2% | · | · | · | 1 | · | 3%
CCc1noc(-c2cn(C3CCN(C(=O)c4cc(OC)cc(OC)c4)CC3)nn2)n1 | 1% | -1% | -1% | -6% | 9 | 4% | -2%
Cc1ccsc1CN1CCn2nnc(CCC(=O)NCc3ccccc3)c2C1 | -16% | · | ? | ? | 12 | i | -19%
COCC(=O)NC[C@H]1O[C@@H](CC(=O)NCc2ccc(F)cc2)[C@H](O)[C@@H]1O | -11%[87.6 µM] | -1%[172 µM] | i | 1%[174 µM] | -10 | ? | -8%[87.6 µM]
CCc1ccccc1NC(=O)Cn1nc(C(F)(F)F)c2c1CCCC2 | 4% | · | · | · | -1 | · | 7%
CC(=O)N1CCc2ccc(C(=O)N3CCC(C)CC3)cc21 | 12% | -10% | 10% | i | -5 | -9% | -7%
Cn1ncc2c(C(=O)NC3CCc4ccccc43)cc(-c3cc(Cl)cc(Cl)c3)nc21 (centres undefined) | · | · | 0% | -3% | -5 | · | ·
Fc1ccc(Cc2nc3nccc(-c4ccsc4)n3n2)cc1 | 38%[activator] | -14% | ? | ? | -2 | i | -2%
CC(=O)c1cccc(NC(=O)Cn2c(-c3ccc(F)cc3)nc(C)c(CCO)c2=O)c1 | -13% | -4% | ? | ? | 1 | ? | -26%
COc1cc(OC)c(NC(=O)c2ccc3c(Cl)c4c(nc3c2)CCCC4)cc1Cl | ? | · | · | · | -11 | · | 0%
Cc1cc(Cl)ccc1-c1ccccc1C=O | -22%[87.6 µM] | · | ? | 112µM* | -5 | -11%[88.5 µM] | 0%[87.6 µM]
Cc1nc(CCNC(=O)C2CC2)no1 | 0% | 2% | 6% | 1% | 6 | i | 11%
COc1cccc(NC(=O)Nc2ccc3nc(N4CCN(C)CC4)cc(C)c3c2)c1 | 44%[activator] | · | · | · | -2 | · | -30%
COCCC1(N(C)C)CCN(C(=O)c2ccncc2)CC1 | -10% | · | 2% | -4% | 17 | -4% | 5%
CCCCN(C)CCCNC(=O)c1cn(CC)c2ccc(S(=O)(=O)N3CCc4ccccc4C3)cc2c1=O | -2% | · | · | · | 1 | · | 3%
CCCN1CCCCC12Cc1ccccc1CN(C(=O)CC)C2 (centres undefined) | -1% | · | -30% | ? | -5 | 2% | -14%
Cc1ncccc1C(=O)N[C@@H]1CN(Cc2ccccc2)C[C@H]1CN(C)C | 15% | 9% | -5% | 0% | 3 | 4% | 2%
CCCCN1CCC(CNC(=O)c2c3n(c4ccccc24)CCCO3)CC1 | 32%[activator] | · | · | · | · | ? | -8%
NCc1cccc(-c2cc(C(F)(F)F)ccc2Cl)c1 | -4% | · | 71µM* | ? | -7 | 3% | -14%
COc1cc2c(=O)n(Cc3ccco3)c(=O)n(CC(=O)Nc3ccc(F)cc3)c2cc1OC | -7% | · | · | · | 23 | · | -19%
Cc1noc2c(NC3CCC(O)CC3)cc(-c3ccc(F)cc3)nc12 (centres undefined) | 4%[87.6 µM] | 1%[172 µM] | ? | 22µM* | 1 | 1%[88.5 µM] | 7%[87.6 µM]
COc1ccc(CCNC(=O)c2ccc3c(c2)CCN3S(C)(=O)=O)cc1 | -4% | · | · | · | 4 | · | 9%

13 of the compounds above, tab-delimited:
structure	SNCA expr inhib	Luciferase inh	HEK293 tox	3T3 cytotox	IP6K1 inh	GPT2 inhibitor	HEK293 viab
Cc1nc2nc(SCC(=O)NCCc3ccc(Cl)cc3)nn2c(C)c1Cc1ccccc1Cl	5%	·	·	·	-16	·	7%
CCCCC(=O)N1CCC(OC2CCN(S(C)(=O)=O)CC2)CC1	2%	-2%	?	-18%	2	i	11%
O=C(Nc1ccccc1)Nc1ccc(=O)n2c1[C@@H]1C[C@@H](CN(S(=O)(=O)c3ccccc3)C1)C2	5%	-8%	-4%	-13%	8	?	-1%
CC(C)C1c2nccn2CCCN1C(=O)CN1CCCC1=O (centres undefined)	5%	-1%	-5%	-12%	7	4%	-2%
CCCCN(C)CCCNC(=O)c1cc(-c2ccc(Br)s2)nc2ccccc12	22%	·	·	·	20	·	7%
Cn1nc(C(=O)NC2CCN(C(=O)N3CC4CC(C3)[C@H]3CCCC(=O)N3C4)CC2)c2ccccc21 (some centres undefined)	?	7%	-4%	-2%	-1	i	2%
CCC(=O)Nc1cc2nn(-c3ccc(C)cc3)nc2cc1C	2%	·	·	·	1	·	3%
CCc1noc(-c2cn(C3CCN(C(=O)c4cc(OC)cc(OC)c4)CC3)nn2)n1	1%	-1%	-1%	-6%	9	4%	-2%
Cc1ccsc1CN1CCn2nnc(CCC(=O)NCc3ccccc3)c2C1	-16%	·	?	?	12	i	-19%
COCC(=O)NC[C@H]1O[C@@H](CC(=O)NCc2ccc(F)cc2)[C@H](O)[C@@H]1O	-11%[87.6 µM]	-1%[172 µM]	i	1%[174 µM]	-10	?	-8%[87.6 µM]
CCc1ccccc1NC(=O)Cn1nc(C(F)(F)F)c2c1CCCC2	4%	·	·	·	-1	·	7%
CC(=O)N1CCc2ccc(C(=O)N3CCC(C)CC3)cc21	12%	-10%	10%	i	-5	-9%	-7%
Cn1ncc2c(C(=O)NC3CCc4ccccc43)cc(-c3cc(Cl)cc(Cl)c3)nc21 (centres undefined)	·	·	0%	-3%	-5	·	·
